Screens as filed in PubChem BioAssay.
TSG101-PTAP inh – blocks PTAP/TSG101 interaction to inhibit HIV-1 budding | Q99816 | AID 493005 | Fluorescence polarization, FITC-PTAP peptide / Tsg101 binding | Potency, µM (highest dose often 115 µM), for inactives: top-dose activity change, negative = inhibition, usual class: inhibitors | 340,000 tested, under 10 active; active means well fitted inhibition curve with a large enough effect in the main read-out, with a control signal flat, not every such curve was filed as active; inconclusive means small, poorly fitted or top-dose-only effect, or effect the other way, or a change in a side signal; inactive means no such curve, though single readings can be large or run the other way; further: potency means the concentration at half of the fitted maximal effect; % of control where 0% means no effect
Target sequence (Q99816 whole entry, looked up): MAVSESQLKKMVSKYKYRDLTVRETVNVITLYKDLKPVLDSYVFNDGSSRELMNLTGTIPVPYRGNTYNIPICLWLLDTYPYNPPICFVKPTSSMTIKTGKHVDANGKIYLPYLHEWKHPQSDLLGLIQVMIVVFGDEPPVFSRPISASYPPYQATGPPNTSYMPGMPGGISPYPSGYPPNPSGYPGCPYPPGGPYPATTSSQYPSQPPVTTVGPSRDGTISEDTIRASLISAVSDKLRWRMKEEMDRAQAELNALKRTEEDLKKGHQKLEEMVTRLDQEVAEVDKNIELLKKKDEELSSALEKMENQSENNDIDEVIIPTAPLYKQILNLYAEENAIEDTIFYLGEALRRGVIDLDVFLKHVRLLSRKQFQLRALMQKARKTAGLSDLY
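FP read-out: FITC-PTAP peptide, 50 nM final, binding Tsg101 binding domain, 10 uM final; 20 min, r.t.; 10 mM HEPES pH 7.5, 0.15 M NaCl, 0.01% Tween 20, 3 mM EDTA, 0.1 mM TCEP.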
a7 integrin act – integrin-mediated muscular dystrophy alleviation activation. alpha7betagal myoblasts, beta-gal FDG fluorescence, 48 h. Potency, µM (titrated, usually from 38.3 µM), for inactives: at the highest dose activation, usual class: activators. 350,000 tested, 0.064% active;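 further: potency means the concentration at half of the fitted maximal effect; 100% = response of the positive control SU9516; nearly all actives have a fitted effect of over 60% in size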
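Alpha7betagal+/- myoblasts (passage 13) were plated 16-24 hr, then exposed to compounds (1:260 dilution of DMSO stock) for 48 hours at 37C. After MPER lysis, β-galactosidase reporter activity was read as FDG fluorescence (ex 480/em 540) after 30 minutes.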
p53 reactivator – restores transcriptional activity of mutant p53; H1299 p53-A138V BP100-luciferase reporter, luminescence, 24 h; Potency, µM (highest dose often 92.2 µM), for inactives: top-dose activity change, positive = activation, usual class: activators; 320,000 tested, 0.063% active; AID 504706; further: potency means the concentration at half of the fitted maximal effect; % of control where 0% means no effect; nearly all actives have a fitted effect of over 45% in size
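H1299 (p53-null), stable ts p53-A138V + BP100-Luc; 1000 cells/well, Opti-MEM/10% FBS; cpd 4 pt, 1:5; 24 h, 37 deg C, 5% CO2; detection reagent 10 min RT; luminescence.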
TRPV1 ag – human TRPV1 agonism; 320,000 tested, 0.19% active; activation, % at 8.33 µM; AID 540275; TRPV1-expressing cells, Fluo-8 calcium influx, agonist mode; Q8NER1; in the data active means activation above about 80%; inconclusive means between about 30% and that limit; further: 0% is about no effect
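TRPV1-expressing cells were cultured overnight at 35.5C and loaded with Fluo-8 calcium dye for 40 to 90 min at room temperature. After a 10 s baseline, compound was added and calcium influx was read kinetically for 3 min (ex 480/em 520 nm).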
BRCA1 expr up – BRCA1 expression activation. MCF7-BRCA1-FFLuc reporter, luminescence, 48 h; response scale: scaled: vehicle 0%, 10 µM genistein 100%. Potency, µM (series often up to 46.1 µM), for inactives: at the top dose activation, hits mostly activators. 380,000 tested, 1.1% active. AID 624202; further: potency means the concentration at half of the fitted maximal effect; nearly all actives have a fitted effect of over 80% in size; some results filed as inactive show a strong effect at the top dose
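Luminescence from a BRCA1-driven firefly luciferase in MCF7 cells was read after 48 h compound exposure at 37 C. Data normalized against DMSO and a 10microM genistein activation control, then curve-fitted across the titration.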
ELG1 genotoxic – induces genotoxicity in HEK293T cells with luciferase-tagged ELG1. 330,000 tested, 1.3% active. Potency, µM (series often up to 46 µM), for inactives: at the top dose activity change, positive = activation, usual class: activators. HEK293T ELG1-luciferase reporter, luminescence, 16 h; further: potency means the concentration at half of the fitted maximal effect; % of control where 0% means no effect; nearly all actives have a fitted effect of over 60% in size
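Quantitative HTS format in 1536-well plates. HEK293T ELG1-luciferase reporter cells receive test compound and are incubated 16 hr at 37 °C, 5% CO2; ONE-Glo added, 30 min room temperature, then luminescence read.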
uPA generation – inhibitors of cell surface uPA generation; cell surface uPA generation assay, qHTS; 330,000 tested, 0.31% active; Potency, µM (highest dose often 38.3 µM), without a hit: top-dose activity change, negative = inhibition, usual class: inhibitors; active means well fitted inhibition curve with a large enough effect; inconclusive means small, poorly fitted or top-dose-only effect; inactive means no such curve, though single readings can be large or run the other way; tested in mouse RAW 264.7 cells; further: potency means the concentration at half of the fitted maximal effect; on the % scale 0 is the no-effect control and ±100 the full control effect; nearly all actives have a fitted effect of over 55% in size
USP2a inh – inhibitors of human ubiquitin-specific protease USP2a; O75604; 330,000 tested, 0.01% active; Potency, µM (series often up to 38.3 µM), without a hit: at the highest dose activity change, negative = inhibition, usual class: inhibitors; USP2 core, Ub-CHOP2 coupled fluorogenic reporter, 485/531;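 further: potency means the concentration at half of the fitted maximal effect; plate controls were DMSO wells for no effect and full inhibition by NEM control for full effect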
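Cell-free coupled assay: 10nM USP2 core preincubated 30min RT with compound in Tris-HCl pH 8.0/CaCl2/CHAPS buffer, then 25nM Ub-CHOP2 and 25nM reporter substrate; fluorescence (Ex 485/Em 531) read after 60min RT, normalized to NEM inhibition, concentration-response curves fitted.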
S-ASM inh – inhibitors of human secretory acid sphingomyelinase | P17405 | placental ASM, HMU-PC fluorogenic substrate, 60 min | Potency, µM (series often up to 57.5 µM), without a hit: at the highest dose activity change, negative = inhibition, usual class: inhibitors | 340,000 tested, 0.006% active | AID 504937; further: potency means the concentration at half of the fitted maximal effect
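qHTS format. ASM enzyme prepared from human placenta hydrolyses the fluorogenic substrate HMU-PC0 (9 uM final) over 60 min at 37 °C after a 10 min compound preincubation.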
Eya2 inh – Eya2 (human) phosphatase inhibition; recombinant Eya2, OMFP fluorescence dephosphorylation (OMFP is methylfluorescein phosphate); 330,000 tested, 0.006% active; Potency, µM (titrated, usually from 76.9 µM), for the others: top-dose activity, negative = inhibition, hits mostly inhibitors; further: potency means the concentration at half of the fitted maximal effect; on the % scale 0 is the no-effect control and ±100 the full control effect
Target sequence (O00167 whole entry, looked up): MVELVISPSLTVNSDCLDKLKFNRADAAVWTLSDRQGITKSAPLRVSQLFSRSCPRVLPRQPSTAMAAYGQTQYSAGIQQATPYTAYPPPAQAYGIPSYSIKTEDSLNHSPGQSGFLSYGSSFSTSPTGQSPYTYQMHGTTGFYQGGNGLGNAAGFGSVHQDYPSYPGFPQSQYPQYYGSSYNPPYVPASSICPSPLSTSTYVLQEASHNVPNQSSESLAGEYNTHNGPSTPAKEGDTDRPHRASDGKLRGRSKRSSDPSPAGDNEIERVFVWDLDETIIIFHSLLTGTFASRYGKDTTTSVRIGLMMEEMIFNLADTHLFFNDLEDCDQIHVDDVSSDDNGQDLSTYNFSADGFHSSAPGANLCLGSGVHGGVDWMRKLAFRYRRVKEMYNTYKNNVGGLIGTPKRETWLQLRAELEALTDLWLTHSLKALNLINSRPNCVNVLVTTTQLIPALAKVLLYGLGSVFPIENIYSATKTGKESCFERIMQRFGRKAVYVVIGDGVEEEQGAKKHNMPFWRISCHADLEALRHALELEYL
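Eya2 protein (added as 0.2 uM solution) was preincubated with compound for 10 min at ambient temperature in 50 mM HEPES pH 7.5, 50 mM NaCl, 5 uM MgCl2, 0.05% BSA, 1 mM DTT. OMFP (added at 50 uM) then reacted 10 min; fluorescence read at 485/525 nm.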
B2AR arrestin – beta2AR (human) beta-arrestin recruitment activity. P07550. beta-arrestin recruitment to beta2AR, cell-based reporter. Potency, µM (top dose mostly 46.1 µM), without a hit: at the top dose activation, usual class: activators. 330,000 tested, 0.02% active;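 further: potency means the concentration at half of the fitted maximal effect; 0% = DMSO controls and full agonism = EC100 isoproterenol or metaproterenol; nearly all actives have a fitted effect of over 65% in size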
* hit, by the source's call; ? = inconclusive; nt = no result given; [ ] = dose if it differs, or a comment. Unless noted, the call rests on the fitted dose curve; in most records, active means well fitted curve in the direction sought with a large enough effect; inconclusive means small, poorly fitted or top-dose-only effect, or another doubt; inactive means no such curve, though single readings can be large; an effect the other way counts as inactive or inconclusive.

Under each structure: TRPV1 ag	uPA generation	S-ASM inh	ELG1 genotoxic	TSG101-PTAP inh	Eya2 inh	p53 reactivator	USP2a inh	B2AR arrestin	a7 integrin act	BRCA1 expr up
> O=C(NS(=O)(=O)c1ccc(Cl)s1)c1ccccc1
  4	15%	4%	2%	0%	-6%	nt	0%	0.1%	5%	2%
> Cc1ccc(-c2nc(N)sc2CC(=O)OCC(=O)N2C(C)CCCC2C)cc1 (stereo not drawn)
  -2	11%	-3%	0%	-3%	-7%	11%	2%	-0.4%	-8%	-3%
> Cc1cccc(CSc2nnnn2-c2ccccc2)c1
  15	-5%	-4%	0%	-11%	13%	2%	-1%	-0.8%	-5%	7%
> CCOC(=O)C[n+]1c(C)ccc2c1CCC2
  -1	3%	0%	3%	-2%	-22%	5%	-1%	-0.6%	5%	5%
> Cc1nc(-c2noc(-c3ccccc3Cl)n2)c(C(F)(F)F)o1
  10	-17%	-1%	18%	-2%	-12%	14%	3%	-0.6%	53%	?
> CCOc1ccc2nc(-c3ccc(OC)c(OC)c3)cc(C(=O)O)c2c1
  0	4%	71%[activator]	0%	-2%	0%	1%	-2%	-0.2%	19%	-2%
> COc1ccc(N2C(=O)CSC23CCC(C(C)(C)C)CC3)cc1 (stereo not drawn)
  2	-2%	-5%	-11%	-7%	-16%	3%	2%	-1.0%	15%	-6%
> CCOc1ccccc1NC(=S)N1CCN(c2ccccc2)CC1
  -4	1%	-3%	0%	-2%	-2%	0%	-2%	-0.4%	-2%	-4%
> COc1ccc(/C=C2\SC(=O)N(CCC(=O)Nc3ccccc3)C2=O)cc1OC
  0	0%	9%	?	-2%	4%	4%	0%	-0.2%	-13%	-4%
> COc1ccc2[nH]c3c(C)c4cc[n+](C)cc4c(C)c3c2c1
  nt	-3%	-26%	nt	0%	nt	nt	nt	nt	0%	-93%
> COc1cc(CN/C(C)=C(\C#N)C(N)=O)cc(OC)c1OC
  -3	-2%	5%	-13%	-9%	8%	1%	0%	-1.4%	12%	-6%
> Cc1nc(N)nc(OCC(F)(F)C(F)F)c1Br
  -1	-1%	-1%	2%	-9%	-6%	-2%	-3%	-4.6%	-16%	-28%
> O=C(C1CCC(=O)N(C2CCCC2)C1)N1CCC(Oc2cccc(F)c2)CC1 (stereo not drawn)
  0	0%	-3%	-3%	0%	?	4%	-2%	-0.5%	-40%	-8%
> CC(=O)c1ccc(NC(=O)c2cccc(NC(=O)c3ccccc3)c2)cc1
  3	-1%	-3%	10%	0%	15%	nt	-2%	0.2%	-25%	46%
> COc1ccc(NC(=O)CN(C)C(=O)c2cc3c(s2)CCC3)cc1
  -2	28%	2%	0%	-8%	-13%	-7%	0%	-0.3%	-15%	-1%
> O=C1OCC2OC(O)C(O)C(O)C2OC(=O)c2cc(O)c(O)c(O)c2-c2c(O)c(O)c3oc(=O)c4c(c(O)c(O)c5oc(=O)c2c3c54)-c2c1cc(O)c(O)c2O (stereo not drawn)
  14	nt	nt	1%	nt	2%	-1%	0.5µM*	-0.5%	nt	nt
> COc1ccc2c(Cl)c(C(=O)NN)sc2c1
  9	?	-1%	-5%	-3%	-17%	?	-1%	-0.9%	1%	-15%
> Cc1ccc(OCCC(=O)OCC(=O)c2c(N)n(CC(C)C)c(=O)n(C)c2=O)cc1
  0	-26%	-11%	-1%	-7%	-18%	-11%	0%	-0.1%	-40%	-5%
> O=C(NC(=S)N1CCCc2ccccc21)c1ccc([N+](=O)[O-])cc1
  -4	-13%	0%	?	-10%	8%	16%	?	-0.3%	-49%[inhibitor]	-11%
> CCOC(=O)c1ccccc1NC(=O)N1CCn2c(C)ccc2C1CC (stereo not drawn)
  3	-5%	36%[activator]	-12%	-6%	-7%	-12%	8%	-0.1%	-36%	-15%
> NC(=O)N/N=C/c1sc(=O)n(-c2ccccc2)c1Cl
  6	-9%	2%	7%	0%	-28%	10%	10%	-0.8%	-18%	43%
> CC(C)[C@H](NC(=O)N1CCn2c1nc1ccccc12)C(=O)NCCc1ccccc1
  14	4%	-6%	0%	-8%	-2%	-4%	3%	0.0%	5%	1%
> NC(=O)Nc1ccccc1C(=O)Nc1ccc2ccccc2c1
  -1	-22%	-10%	0%	-3%	10%	9%	-2%	0.2%	11%	-44%
> O=C(CCCn1c(=O)[nH]c2ccccc2c1=O)NC1CCCCCC1
  3	1%	-2%	-2%	-2%	-10%	-2%	0%	-0.6%	19%	-3%
> Cc1cc(C)cc(OCC(=O)OCC(=O)c2c(N)n(C)c(=O)n(C)c2=O)c1
  -2	1%	-5%	3%	-12%	-8%	0%	8%	-0.5%	1%	-1%
> Cc1ccc(NC(=O)Cn2nnc(C(=O)NCc3ccc(Cl)cc3)c2N)cc1F
  1	1%	-1%	0%[9.26 µM]	0%	8%	-4%	0%	-0.3%	18%	4%
> CC1CCCC(C)N1/N=C/c1ccc([N+](=O)[O-])cc1 (stereo not drawn)
  -6	1%	-12%	0%	0%	-8%	13%	2%	-0.9%	?	31%
> O=C(COc1ccc2cc(-c3ccccc3)c(=O)oc2c1)NCC1CCC(C(=O)O)CC1 (stereo not drawn)
  1	-25%	nt	9%	-1%	1%	18%	-2%	-0.1%	-10%	23%
> CCCCCC[C@@H]([C@@H](C)O)n1cnc2c(N)ncnc21
  nt	-15%	-6%	nt	0%	-6%	nt	nt	nt	nt	0%
> COc1ccc(C(=O)c2c(C)oc3ccc(O)cc23)cc1
  ?	2%	-1%	-5%	-9%	-5%	6%	-1%	0.4%	38%	55%

(cont.)
Under each structure: TRPV1 ag	uPA generation	S-ASM inh	ELG1 genotoxic	TSG101-PTAP inh	Eya2 inh	p53 reactivator	USP2a inh	B2AR arrestin	a7 integrin act	BRCA1 expr up
> CCOC(=O)c1c(NC(=O)c2c(C(=O)O)cccc2[N+](=O)[O-])sc2c1CCCC2
  0	0%	11%	-2%	-11%	3%	-4%	-1%	-0.3%	-8%	-17%
> COc1ccc(N2CCN(C(=O)COC(=O)c3c(-c4ccccc4)noc3C)CC2)cc1
  5	7%	-2%	-6%	-3%	6%	-14%	4%	-2.2%	-9%	6%
> COc1cccc(Nc2ncnc3nc[nH]c23)c1
  8	-17%	9%	13%	0%	-2%	23%	2%	0.0%	0%	92%
> CC(=O)Nc1cccc(C(=O)O)n1
  0	-2%	2%	0%	-1%	8%	-3%	1%	0.0%	-2%	-8%
> O=C(O)C1CCCCC1C(=O)Nc1ccc2c(c1)OCO2 (stereo not drawn)
  -2	0%	-1%	6%	-7%	-2%	7%	0%	-0.1%	-1%	-15%
> C=CCN(CC=C)S(=O)(=O)c1ccc(C(=O)Nc2nc3c(s2)CCc2ccccc2-3)cc1
  -4	-1%	9%	15%	2%	8%	-5%	0%	-2.0%	-35%	-73%
> COc1ccc(CN(C)C(=O)c2ccc3c(=O)n4c(nc3c2)CCC4)c(OC)c1
  -3	4%	3%	9%	1%	-14%	2%	-4%	-0.2%	-3%	-31%
> CCCCCCCCOC(=O)C[N+](C)(C)C/C=C(/C)Cl
  -3	?	3%	-4%	-1%	-7%	-9%	-2%	-1.0%	8%	-23%
> CS(=O)(=O)c1ccc(Cl)c(NC(=O)COC(=O)c2ncc(Cl)c(Cl)c2Cl)c1
  0	-8%	-1%	5%	-1%	-24%	3%	3%	0.0%	-21%	-4%
> CCC(C)C(=O)Nc1nc(C)c(-c2csc(Nc3ccccc3OC)n2)s1 (stereo not drawn)
  1	-1%	-4%	-6%	0%	5%	-8%	4%	0.2%	14%	-39%

Four structures from above, ordered by molecular weight, lowest first:
Under each structure: TRPV1 ag	uPA generation	S-ASM inh	ELG1 genotoxic	TSG101-PTAP inh	Eya2 inh	p53 reactivator	USP2a inh	B2AR arrestin	a7 integrin act	BRCA1 expr up
> CC(=O)Nc1cccc(C(=O)O)n1
  0	-2%	2%	0%	-1%	8%	-3%	1%	0.0%	-2%	-8%
> COc1cccc(Nc2ncnc3nc[nH]c23)c1
  8	-17%	9%	13%	0%	-2%	23%	2%	0.0%	0%	92%
> COc1ccc(CN(C)C(=O)c2ccc3c(=O)n4c(nc3c2)CCC4)c(OC)c1
  -3	4%	3%	9%	1%	-14%	2%	-4%	-0.2%	-3%	-31%
> C=CCN(CC=C)S(=O)(=O)c1ccc(C(=O)Nc2nc3c(s2)CCc2ccccc2-3)cc1
  -4	-1%	9%	15%	2%	8%	-5%	0%	-2.0%	-35%	-73%

Compounds as they come; 2.6% or so of the library scored in one or more.
